# GSTO1 inh: inhibitors of recombinant GSTO1, primary screen, counter-screen for RBBP9 inhibitor project, biochemical, fluorescence polarization | activity-based probe fluorescence polarization | inhibition, % at 5.96 µM | 1.1% of 300,000 active | AID 1974, 2009;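 active means inhibition above the campaign mean inhibition plus 3 SD, cut at about 35% in these data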;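 further: 0% = GSTO1-1 with DMSO and 100% = wells lacking GSTO1-1 enzyme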
# PAFAH1B2 inh: PAFAH1B2 enzyme inhibitors, primary screen, biochemical, fluorescence polarization, human. Platelet-activating factor acetylhydrolase IB subunit alpha2 (Homo sapiens), P68402. recombinant PAFAH1B2, FP-rhodamine activity probe. inhibition, % at 3.39 µM. 1.2% of 340,000 active;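 active means inhibition above the mean of all tested compounds plus 3 SD, cut at about 24% in these data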;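 further: 0% = enzyme with DMSO and 100% = wells lacking PAFAH1B2; many of its hits are not listed in these tables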
# PME-1 inh: PME-1 inhibitors via competitive probe labeling, primary screen, biochemical, fluorescence polarization, FP-Rh probe, HTS; recombinant PME-1; AID 2130, 2009; Protein phosphatase methylesterase 1 (Homo sapiens), Q9Y570; 0.53% of 320,000 active; inhibition, % at 5.9 µM;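 active means inhibition above the campaign mean of all compounds plus 3 SD, cut at about 26% in these data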;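 further: competitive labeling of PME-1 active site by serine hydrolase directed probe; 0% = PME-1 with DMSO and 100% = wells lacking PME-1 enzyme; inhibitors block probe labeling so polarization falls and inhibition rises; many of its hits are not listed in these tables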
# Target sequence (Q9Y570 whole entry, looked up): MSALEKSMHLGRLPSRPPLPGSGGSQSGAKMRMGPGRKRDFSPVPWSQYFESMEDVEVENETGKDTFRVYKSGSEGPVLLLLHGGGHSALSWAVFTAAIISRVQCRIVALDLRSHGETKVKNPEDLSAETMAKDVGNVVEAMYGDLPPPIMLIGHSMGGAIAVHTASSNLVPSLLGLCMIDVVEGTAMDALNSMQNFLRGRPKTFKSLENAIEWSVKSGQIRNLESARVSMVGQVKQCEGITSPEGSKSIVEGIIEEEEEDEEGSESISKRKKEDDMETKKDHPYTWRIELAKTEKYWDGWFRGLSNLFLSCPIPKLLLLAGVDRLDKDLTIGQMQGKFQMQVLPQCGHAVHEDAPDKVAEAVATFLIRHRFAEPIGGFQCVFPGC
# LYPLA1 counter: LYPLA1 inhibitors, primary screen, counter-screen for PME1 inhibitor project, biochemical, fluorescence polarization, FP-Rh probe ABPP. Acyl-protein thioesterase 1 (Homo sapiens), O75608. recombinant LYPLA1. inhibition, % at 5.9 µM. 0.16% of 320,000 active. AID 2174, 2009;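 active means inhibition above the mean of all tested compounds plus 3 SD, set per campaign, cut at about 14% in these data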;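 further: inhibitors block serine hydrolase probe labeling of LYPLA1 so polarization falls; 0% = enzyme with DMSO and 100% = wells lacking LYPLA1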
# PAFAH1B3 FP inh: PAFAH1B3 enzyme inhibitors, primary screen, biochemical, fluorescence polarization, human. Platelet-activating factor acetylhydrolase IB subunit alpha1 (Homo sapiens), Q15102. 0.28% of 340,000 active. inhibition, % at 3.39 µM. recombinant PAFAH1B3, FP-rhodamine probe;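 active means inhibition above the screen-wide average of all tested compounds plus 3 SD, cut at about 25% in these data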;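 further: 0% = enzyme with DMSO only and 100% = wells lacking PAFAH1B3 protein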
# pPAFAH FP inh: pPAFAH enzyme inhibitors, primary screen, biochemical, fluorescence polarization, human; Platelet-activating factor acetylhydrolase (Homo sapiens), Q13093; recombinant pPAFAH, FP-rhodamine probe fluorescence polarization; inhibition, % at 3.39 µM; 1.5% of 330,000 active;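 active means inhibition above the mean inhibition across the screen plus 3 SD, cut at about 25% in these data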;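 further: inhibitors block binding of the rhodamine activity-based probe so polarization drops; 0% = enzyme with DMSO and 100% = wells lacking pPAFAH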
# Target sequence (Q13093 whole entry, looked up): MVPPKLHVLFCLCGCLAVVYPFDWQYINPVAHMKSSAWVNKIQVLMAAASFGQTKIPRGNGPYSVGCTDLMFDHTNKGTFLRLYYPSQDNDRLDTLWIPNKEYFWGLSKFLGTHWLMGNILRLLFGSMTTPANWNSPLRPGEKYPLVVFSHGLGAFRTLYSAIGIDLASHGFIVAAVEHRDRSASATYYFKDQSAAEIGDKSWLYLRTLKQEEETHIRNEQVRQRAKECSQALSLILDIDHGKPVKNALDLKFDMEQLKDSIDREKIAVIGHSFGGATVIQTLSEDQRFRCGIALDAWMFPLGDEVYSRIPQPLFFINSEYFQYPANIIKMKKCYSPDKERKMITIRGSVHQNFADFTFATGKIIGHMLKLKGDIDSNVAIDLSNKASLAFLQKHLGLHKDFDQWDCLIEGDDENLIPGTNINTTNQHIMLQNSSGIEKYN
# PAD4 FP inh: human PAD4 inhibitors, primary screen, biochemical, fluorescence polarization, 1536-well format; Protein-arginine deiminase type-4 (Homo sapiens), Q9UM07; recombinant PAD4, RCA probe fluorescence polarization; inhibition, % at 6.36 µM; 0.41% of 330,000 active; AID 485272, 2010;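 active means percent inhibition above a cutoff equal to the mean of all tested compounds plus 3 SD, cut at about 15% in these data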;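 further: 0% = PAD4 with RCA probe and DMSO and 100% = probe without PAD4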
# PAFAH2 FP inh: PAFAH2 enzyme inhibitors, primary screen, biochemical, fluorescence polarization, human; Platelet-activating factor acetylhydrolase 2, cytoplasmic (Homo sapiens), Q99487; 0.99% of 340,000 active; inhibition, % at 3.39 µM; recombinant PAFAH2, FP-rhodamine activity probe;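 active means inhibition above the mean over all tested compounds plus 3 SD, cut at about 30% in these data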;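 further: inhibitors block probe labeling of enzyme so polarization drops; 0% = enzyme with DMSO and 100% = wells lacking PAFAH2 protein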
# LYPLA2 inh: LYPLA2 inhibitors, primary screen, counter-screen for PME1 inhibitor project, biochemical, fluorescence polarization, FP-Rh probe ABPP; recombinant LYPLA2; 0.38% of 320,000 active; Acyl-protein thioesterase 2 (Homo sapiens), O95372; inhibition, % at 5.9 µM;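 active means inhibition above the screen-wide mean plus 3 SD, limit set per campaign, cut at about 26% in these data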;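 further: 0% = LYPLA2 with DMSO and 100% = wells lacking LYPLA2 enzyme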
# An asterisk follows results filed as active; nt = no result given. This is a subset; count on the stated rates, not on these rows.
SMILES,GSTO1 inh,PAFAH1B2 inh,PME-1 inh,LYPLA1 counter,PAFAH1B3 FP inh,pPAFAH FP inh,PAD4 FP inh,PAFAH2 FP inh,LYPLA2 inh
COCCNC(=O)c1ccccc1NC(=O)C1COc2ccccc2O1 (stereo not given),9,-3,-1,4,17,-4,5,2,1
CCOCCCN1CN(Cc2ccco2)CNC1=S,6,2,-3,-2,3,4,-4,8,-2
CC1CCC(NC(=O)CCn2ccc3cc(S(=O)(=O)N4CCCC4)ccc32)CC1 (stereo not given),-10,0,15,-1,7,2,-1,-1,-3
Cc1cc(-c2ccccc2)nc(SCC(=O)c2cccc([N+](=O)[O-])c2)n1,3,-3,-4,-3,10,4,3,-3,3
Cc1cc(NC(=O)COC(=O)c2c(C)c(C)c(C)c(C)c2C)no1,nt,3,nt,nt,7,-1,-3,3,nt
N/C(Cc1ccccc1Sc1ccccc1)=N\O,-1,9,-4,-4,8,1,1,6,-3
Cc1ccc(NC(=O)c2ccc(S(=O)(=O)C(F)F)cc2)c(C)c1,4,0,0,-1,4,-1,-6,0,3
[N-]=[N+]=NC[C@H](Cc1ccccc1)N1CC[C@@H](OCc2ccccc2)CCC1=O,8,22,3,-2,-3,0,-3,1,-2
O=[N+]([O-])c1ccc(N/N=C/c2ccccc2)cc1,2,7,8,0,16,6,2,9,-2
CC(C)(C)CC(=O)Nc1cc2c3c(c1)CCC(=O)N3CCC2,3,3,-8,-3,10,0,-3,1,-3
CC(Oc1ccc(Cl)cc1)C(=O)Nc1ccc(S(=O)(=O)Nc2nccs2)cc1 (stereo not given),5,16,0,4,1,10,-3,-10,9
CCc1ccc(-n2c(SCC(=O)N3CCC(C(=O)O)CC3)nnc2-c2ccncc2)cc1,5,3,-1,4,11,-1,-2,-2,7
COc1ccccc1N1CCN(/N=C/C=C\c2ccccc2[N+](=O)[O-])CC1,10,-6,-1,-5,-2,9,-1,0,9
CCOc1ccc(NC(=O)c2ccc3c(c2)N(Cc2ccc(F)cc2)C(=O)CS3=O)cc1 (stereo not given),2,2,1,-4,1,-8,-3,-2,-11
Clc1ccc(/C=N/NC(=Nc2ccccc2)c2ccccn2)c(Cl)c1,-1,-5,4,-1,5,-1,-3,-1,0
COc1ccc(NC(=S)N(CCCN2CCOCC2)Cc2cn(C)c3ccccc23)cc1,4,-5,0,-1,12,10,-1,-6,2
Cc1ccc(S(=O)(=O)Nc2cc(C(=O)Nc3cc(C)cc(C)c3)ccc2Cl)cc1,-19,-2,-14,-5,1,6,1,2,0
CC(C)CCNC(=O)c1cc(S(=O)(=O)N2CCc3ccccc32)cn1C,3,0,-1,0,6,4,10,1,-1
N#Cc1ccccc1NC(=O)CC1c2ccccc2Oc2ccccc21,0,4,0,-3,-1,2,0,8,-5
CCOC(=O)C1=C(Cn2cnc3ccccc32)NC(=O)NC1c1ccc(Cl)cc1 (stereo not given),4,10,5,0,0,-3,2,-1,-2
C=CCn1c2ccccc2c2nnc(SCCN3CCOCC3)nc21,4,4,3,-2,2,-1,-1,-2,-3
N/C(COc1ncn(-c2ccccc2)n1)=N\S(=O)(=O)c1ccccc1,3,1,8,-1,0,6,-4,0,-2
CC(=O)Nc1ccc(S(=O)(=O)N(C)CC(=O)OCC(=O)N2CCCCC2)cc1,5,-2,1,1,-6,0,-1,-1,2
Cc1cc(S(=O)(=O)N2CCC(NC(=O)C34CC5CC(CC(C5)C3)C4)CC2)ccc1-n1cnnn1,8,1,1,7,-2,4,0,9,2
COc1cccc(/C=C2\SC(=S)N(NS(=O)(=O)c3ccccc3)C2=O)c1OC,4,-1,-12,0,8,10,2,15,-2
CCNC(=S)Nc1cccc(Cl)c1C,4,1,-4,2,5,5,3,2,8
COCCCNC(=O)CN(Cc1ccc(Cl)cc1)S(C)(=O)=O,8,0,9,2,-2,0,3,-2,6
CCn1c2ccccc2c2cc(CN3CCN(C(=O)c4ccco4)CC3)ccc21,1,2,-3,-1,12,2,-2,2,-4
O=C(c1cc2c([nH]c1=O)CCCC2)N1CCc2c([nH]c3ccccc23)C1c1ccccc1F (stereo not given),1,0,3,-1,5,8,-7,0,5
COCc1cc(=O)n2[nH]c(C(C)(C)C)cc2n1,10,2,2,-2,6,3,1,1,0
CCOc1ccc(-c2noc(CCC(=O)NCC3CCCO3)n2)cc1OC (stereo not given),-7,4,-2,3,-1,3,-2,4,10
Cc1ccc(C(=O)O)cc1NC(=S)NC(=O)c1ccc([N+](=O)[O-])cc1Cl,0,5,6,4,9,3,-7,6,11
Fc1c(F)c(C(F)(F)F)c(F)c(F)c1N1CCN(c2ccc3nnc(C(F)(F)F)n3n2)CC1,2,-1,-4,-1,6,1,2,-1,3
O=C(c1cc(-c2ccccc2)nc2ccccc12)N1CCc2ccccc2C1,1,-2,6,-3,-1,2,-3,-3,-9
CCn1c(CN2CCOCC2)nnc1SCC(=O)Nc1cccc(C)c1,-2,-1,5,5,3,5,3,-1,11
O=C1CC(c2ccc(S(=O)(=O)NCCOc3ccccc3)cc2)CN1 (stereo not given),-28,2,0,2,2,1,5,-12,6
O=C1C(=O)N(CCN2CCOCC2)C(c2cccc(Cl)c2)/C1=C(/O)c1ccc2c(c1)OCO2 (stereo not given),-1,-5,3,2,6,1,0,-4,1
O=Cc1cc(Br)c(OC(=O)N2CCOCC2)c(Br)c1,-4,1,1,1,1,3,-4,0,2
COc1ccc(NC(=O)c2ccco2)c(OC)c1,11,2,-1,0,12,2,-3,0,0
COc1cccc2oc3cc(C#CC4(O)CCCCC4)ccc3c(=O)c12,-8,9,-2,-4,-1,-4,-3,2,-4
COC(=O)C(Cc1cnc[nH]1)NC(=O)C1CCC(=O)N1 (stereo not given),5,1,2,-5,0,4,2,3,0
CS(=O)(=O)N(CC(=O)N1CCOCC1)c1cccc([N+](=O)[O-])c1,2,2,6,1,4,4,-2,3,1
Fc1cccc(CSc2nnc3c(n2)[nH]c2ccccc23)c1,2,2,-18,-3,-3,-9,-9,-4,-8
COc1cc(OC)c2c(C)cc(=O)oc2c1,-7,-3,3,-1,6,-8,1,3,-4
CC(=O)Nc1cccc(NC(=O)CSc2nn3c(=O)c(C)nnc3s2)c1,10,-1,0,-1,1,5,1,6,0
COc1cccc(C(=O)O/N=C(\C)c2cnccn2)c1,13,8,1,3,7,13,-2,6,9
CCOC(=O)c1c(-c2ccc(C)cc2)csc1NC(=S)NC(=O)c1ccccc1,-14,-9,-17,1,-11,-2,1,-18,-2
O=C(c1ccc(-c2nc3ccccc3s2)o1)N1CCN(c2ccccc2O)CC1,-7,4,4,-3,9,16,-1,-4,-6
Cc1ccccc1-n1cnnc1SCC(=O)Nc1cccnc1Cl,10,2,-2,3,6,2,0,-1,1
Oc1ccc2ccccc2c1C=Nc1ccccc1Br,27,2,-5,2,9,-1,-8,-2,8
COC(=O)c1nn(-c2cccc(C)c2)c2nnc(Cc3ccc(C)cc3)c(=O)n12,-6,2,3,0,10,10,1,-3,-2
Cc1cc(-n2nc(C)cc2C)nc(N)n1,-1,-7,-2,0,-2,6,-1,-5,-3
Cc1cc(NC(=O)CCC(=O)N(Cc2ccco2)C2(C(=O)NC3CCCC3)CCCCC2)no1,6,10,7,-3,6,4,0,-6,0
CCCN1Cc2cccc(C(=O)NCc3cccs3)c2C1=O,2,3,-5,0,4,-4,-3,4,3
Cc1nnc(SCC2=C(C(=O)O)N3C(=O)C(NC(=O)c4cc(F)c(F)cc4Cl)C3SC2)s1 (stereo not given),3,10,1,0,6,5,1,9,3
O=C1N=C(N2CCCCC2)S/C1=C/C1=Cc2ccccc2OC1,11,9,0,-2,11,0,3,4,-5
O=C(c1cccc(Cl)c1)N(Cc1cccs1)C1CCS(=O)(=O)C1 (stereo not given),-2,2,-7,5,7,-3,0,-7,10

# Compound profiles (already shown). Values in the order: GSTO1 inh, PAFAH1B2 inh, PME-1 inh, LYPLA1 counter, PAFAH1B3 FP inh, pPAFAH FP inh, PAD4 FP inh, PAFAH2 FP inh, LYPLA2 inh
# `COc1ccc(NC(=O)c2ccco2)c(OC)c1` in the list: 11, 2, -1, 0, 12, 2, -3, 0, 0
# `O=C1CC(c2ccc(S(=O)(=O)NCCOc3ccccc3)cc2)CN1` (stereo not given) in the list: -28, 2, 0, 2, 2, 1, 5, -12, 6
# `COc1cccc(/C=C2\SC(=S)N(NS(=O)(=O)c3ccccc3)C2=O)c1OC` in the list: 4, -1, -12, 0, 8, 10, 2, 15, -2
# `CC(C)(C)CC(=O)Nc1cc2c3c(c1)CCC(=O)N3CCC2` in the list: 3, 3, -8, -3, 10, 0, -3, 1, -3

# Part of the list above, limited to PAFAH2 FP inh and PME-1 inh.
mol,PAFAH2 FP inh,PME-1 inh
COc1cccc(C(=O)O/N=C(\C)c2cnccn2)c1,6,1
CCOC(=O)c1c(-c2ccc(C)cc2)csc1NC(=S)NC(=O)c1ccccc1,-18,-17
O=C(c1ccc(-c2nc3ccccc3s2)o1)N1CCN(c2ccccc2O)CC1,-4,4
Cc1ccccc1-n1cnnc1SCC(=O)Nc1cccnc1Cl,-1,-2
Oc1ccc2ccccc2c1C=Nc1ccccc1Br,-2,-5
COC(=O)c1nn(-c2cccc(C)c2)c2nnc(Cc3ccc(C)cc3)c(=O)n12,-3,3

# Three compounds already listed, ordered by the value under pPAFAH FP inh, lowest first:
Compound | pPAFAH FP inh
COCCNC(=O)c1ccccc1NC(=O)C1COc2ccccc2O1 (stereo not given) | -4
COCc1cc(=O)n2[nH]c(C(C)(C)C)cc2n1 | 3
COc1ccc(NC(=S)N(CCCN2CCOCC2)Cc2cn(C)c3ccccc23)cc1 | 10
